m-calpain inh – inhibitors of pig calpain II. purified calpain II, fluorogenic peptide substrate, 30 min. inhibition, % at 16 µM. 220,000 tested, 0.37% active. AID 1236;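 active = inhibition above about 50%, limit read from the data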
Rad51 HR inh – blocks human Rad51 in homologous recombination | hRad51 DNA strand exchange, fluorescence dequenching | 200,000 tested, 0.085% active | inhibition, % at 10 µM;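 active = inhibition above 40% at the single screening dose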;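 also: 0% = DMSO control wells and 100% = blanks with heterologous ssDNA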
Target sequence (Q06609 whole entry, looked up): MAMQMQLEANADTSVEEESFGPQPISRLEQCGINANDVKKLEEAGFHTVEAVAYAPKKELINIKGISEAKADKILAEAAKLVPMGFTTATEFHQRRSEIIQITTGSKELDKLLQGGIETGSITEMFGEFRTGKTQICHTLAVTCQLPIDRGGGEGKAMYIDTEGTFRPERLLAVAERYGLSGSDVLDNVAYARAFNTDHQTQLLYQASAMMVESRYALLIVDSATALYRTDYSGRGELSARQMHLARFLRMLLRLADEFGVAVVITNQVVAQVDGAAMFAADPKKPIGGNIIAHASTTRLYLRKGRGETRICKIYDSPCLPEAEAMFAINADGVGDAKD
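Material: human Rad51–ssDNA filaments; Probe or stimulus: labelled 47-mer dsDNA for strand exchange; Doses: single 10 µM dose; Incubation: 37 °C 15-min filament assembly, 30-min compound preincubation, 15-min exchange; Technique: FRET fluorescence dequenching, excitation 485 nm, emission 520 nm; Measure: Fluorescence-based percent inhibition, control- and blank-normalised; Benchmarks: plate control and blank wells.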
FXIa inh – factor XIa (human) inhibition. 220,000 tested, 0.14% active. P03951. AID 798. inhibition, % at 5 µM. purified FXIa, Boc-Glu-Ala-Arg-AMC fluorogenic substrate;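 active = inhibition of at least 40%; inactive = inhibition below 40%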;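 also: fluorescence of freed AMC excited at 355 nm; 0% = enzyme without compound and 100% = no enzyme blank; many of its hits are not listed in these tables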
hK5 inh – inhibitors of human kallikrein 5; Q9Y337; recombinant hK5, fluorogenic AMC substrate cleavage; 210,000 tested, 0.59% active; inhibition, % at 5 µM;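 active = inhibition of 40% or more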;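 also: 0% = enzyme controls without compound and 100% = no-enzyme blanks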
PERK inhibitor – blocks human PERK kinase | CHO PERK-DD fusion, SEAP luminescence translation reporter | inhibition, % at 5.6 µM | 220,000 tested, 0.17% active | AID 1416;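 active = inhibition above the mean inhibition of all tested compounds plus 3 SD, set separately per screening campaign, cut at about 2.9% in these data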;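 also: PERK kinase domain activated by AP20187 dimerizer at 100 nM; 0% = DMSO with dimerizer and 100% = rapamycin at 8.4 µM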
Furin inhibitor – inhibitors of human furin; P09958; purified furin, fluorogenic substrate cleavage; inhibition, % at 30 µM; 220,000 tested, 0.061% active; AID 463115; in the data active = inhibition above about 25%; also: inactives centre near -15
Target sequence (P09958 108-714 limits assumed): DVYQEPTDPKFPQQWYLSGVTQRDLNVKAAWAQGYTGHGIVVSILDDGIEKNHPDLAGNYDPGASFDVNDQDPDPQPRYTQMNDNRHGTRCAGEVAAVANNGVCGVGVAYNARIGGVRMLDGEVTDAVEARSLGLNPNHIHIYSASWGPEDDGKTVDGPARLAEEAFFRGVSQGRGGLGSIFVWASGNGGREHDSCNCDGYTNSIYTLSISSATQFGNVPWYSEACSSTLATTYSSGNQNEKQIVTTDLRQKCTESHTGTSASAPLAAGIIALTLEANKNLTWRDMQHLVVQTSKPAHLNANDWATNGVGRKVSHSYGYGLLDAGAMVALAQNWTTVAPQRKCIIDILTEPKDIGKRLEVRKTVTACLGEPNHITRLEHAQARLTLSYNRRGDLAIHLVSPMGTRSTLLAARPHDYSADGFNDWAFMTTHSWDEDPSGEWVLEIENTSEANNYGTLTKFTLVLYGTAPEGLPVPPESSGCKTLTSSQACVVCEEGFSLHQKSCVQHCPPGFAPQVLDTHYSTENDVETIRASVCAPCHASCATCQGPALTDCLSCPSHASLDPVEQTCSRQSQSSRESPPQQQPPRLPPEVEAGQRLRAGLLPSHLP
thrombin 1536 – thrombin (human) inhibition; alpha-thrombin, Boc-VPR-AMC fluorogenic substrate cleavage; inhibition, % at 5 µM; 220,000 tested, 0.26% active;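 active = inhibition at or above 40%; inactive = inhibition below 40%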;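 also: 0% = enzyme with no compound and 100% = wells without enzyme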
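System: human alpha-thrombin protein; Compound dosing: one concentration per compound, 5 µM, with 0.2% DMSO; Timing: reaction at room temperature; Technique: AMC fluorescence, 355/460 nm; Controls: enzyme without compound as high, wells lacking enzyme as low.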
FXIIa inh 1536 – blocks human coagulation factor XIIa protease activity; AID 800; inhibition, % at 5 µM; 220,000 tested, 0.3% active; purified FXIIa, Boc-QGR-AMC fluorogenic substrate, 2 h; in the data active = inhibition above about 40%;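 also: 0% = enzyme with no compound and 100% = blank without enzyme; many of its hits are not listed in these tables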
KCC2 mod – modulators of human KCC2 chloride dependent transport. KCC2 cells, thallium flux FluoZin-2 fluorescence. AID 1456. Q9H2X9. B-score of Tl+ flux slope (higher = more flux/activation; lower = inhibition) at 10 µM. 190,000 tested, 2.2% active;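 active = thallium flux slope and its plate-corrected score both differing from the plate sample mean at a set confidence after two filtering rounds, in either direction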;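 also: slope of fluorescence scaled to starting intensity during 10 to 20 s after thallium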
* hit, by the source's call; i = inactive; nt = not tested or not shown; [ ] = another dose, or the depositor's remark.

item	compound	m-calpain inh	Rad51 HR inh	FXIa inh	hK5 inh	PERK inhibitor
1	CC(C)CC(N=C1NC(C)(C)Cc2ccccc21)C(=O)O (stereo unspecified)	-17	0	0	-12	0.9
2	CC(=O)Nc1ccc(CN2CCN(CCC(C)C)C(CCO)C2)cc1 (stereo unspecified)	15	nt	0	-6	-1.0
3	O=C(Nc1cccc(Cl)c1)Nc1nc(-c2ccccc2)cs1	-28	30	0	6	0.6
4	O=C(c1cc2cc(Br)ccc2o1)N1CCCC1	3	-9	37	18	0.3
5	Cc1cc(NC(=O)c2ccc3c(c2)C(=O)N(Cc2cccnc2)C3=O)no1	46	6	1	-11	1.5
6	O=C(Nc1ccccc1)NC1CCCCNC1=O (stereo unspecified)	2	11	1	2	0.5
7	N#Cc1c(N2CCCC(O)C2)nc(N)c2c(N)nc3c(c12)CC(=O)N3C12CC3CC(CC(C3)C1)C2 (stereo unspecified)	-286	3	8	-11	0.9
8	Cc1ccc(-c2cc(C(F)F)n3ncc(C(=O)N4CCN5CCCC5C4)c3n2)cc1 (stereo unspecified)	-155	2	7	-10	-2.2
9	Cc1[nH]c(=O)[nH]c(=O)c1S(=O)(=O)N1c2ccc(F)cc2CCC1C (stereo unspecified)	28	8	1	-10	0.6
10	Cc1cc(C)cc(N2C(=O)CC(Sc3nnnn3-c3ccccc3)C2=O)c1 (stereo unspecified)	11	109*	-3	1	0.9

item	Furin inhibitor	thrombin 1536	FXIIa inh 1536	KCC2 mod
1	-17[20 µM]	-2	10	0.74
2	-8	-4	6	nt
3	-25	-12	7	-0.053
4	-2	57*	nt	-1.4
5	-17[20 µM]	-11	-5	1.1
6	-26	-10	-2	-0.16
7	-21[20 µM]	2	17	-0.071
8	-13[20 µM]	2	13	-1.3
9	-16[20 µM]	3	17	0.16
10	-19	-1	1	-0.98

New compounds follow.
item	compound	m-calpain inh	Rad51 HR inh	FXIa inh	hK5 inh	PERK inhibitor
11	CN(C)S(=O)(=O)Oc1cccc(C(=O)Nc2ccc([N+](=O)[O-])cc2)c1	1	8	-6	2	0.4
12	Cc1cc(-c2c(C)n([O-])c(C)c(C)[n+]2=O)ccc1F	10	-6	1	-6	1.0
13	CC1=NOC(=O)/C1=C\c1ccc(-c2ccc(Cl)cc2Cl)o1	-67	nt	-9	-10	1.0
14	O=C(CSc1nc2ccccc2c(=O)n1-c1ccccc1)N1CCC1	0	11	1	-7	1.6
15	Cc1csc(NC(=O)/C=C/c2ccc3c(c2)OCO3)n1	-4	17	9	-7	-0.3
16	CCCN(c1ccc(OCC)cc1)c1ncnc2nc[nH]c12	-60	1	-3	-8	-0.6
17	O=C1c2ccccc2C(=O)N1OCc1cccc(Cl)c1	-35	2	5	-15	0.1
18	Cc1cccc(N2C(S)=C(C#N)C(=O)NC2c2ccco2)c1 (stereo unspecified)	-77	-3	-2	0	-0.3
19	O=C(NCc1ccco1)C1CCCN(S(=O)(=O)c2ccccc2)C1 (stereo unspecified)	-11	-14	6	-12	0.1
20	CCOC(=O)Cn1c(=O)n(CC(=O)OCC)c2ccccc21	13	-18	-1	-1	1.0

item	Furin inhibitor	thrombin 1536	FXIIa inh 1536	KCC2 mod
11	-18	-11	-1	-0.084
12	-18	0	2	nt
13	-14[20 µM]	5	12	nt
14	-18	-3	2	-0.97
15	-4	2	16	0.83
16	-15	-5	10	-2
17	-7[20 µM]	-5	9	1.3
18	-19	-7	10	-2
19	-30[20 µM]	-5	11	-0.4
20	-25[20 µM]	-5	19	nt

4 structures already listed, sorted by length of the SMILES, low to high.
item	compound	m-calpain inh	Rad51 HR inh	FXIa inh	hK5 inh	PERK inhibitor
17	O=C1c2ccccc2C(=O)N1OCc1cccc(Cl)c1	-35	2	5	-15	0.1
18	Cc1cccc(N2C(S)=C(C#N)C(=O)NC2c2ccco2)c1 (stereo unspecified)	-77	-3	-2	0	-0.3
14	O=C(CSc1nc2ccccc2c(=O)n1-c1ccccc1)N1CCC1	0	11	1	-7	1.6
13	CC1=NOC(=O)/C1=C\c1ccc(-c2ccc(Cl)cc2Cl)o1	-67	nt	-9	-10	1.0

item	Furin inhibitor	thrombin 1536	FXIIa inh 1536	KCC2 mod
17	-7[20 µM]	-5	9	1.3
18	-19	-7	10	-2
14	-18	-3	2	-0.97
13	-14[20 µM]	5	12	nt

More structures
item	compound	m-calpain inh	Rad51 HR inh	FXIa inh	hK5 inh	PERK inhibitor
21	C=CCNC(=O)C12CCC(C)(C(=O)C1Br)C2(C)C (stereo unspecified)	-20	nt	6	-16	0.6
22	O=C(CN1CCN(Cc2ccccc2)C1=O)NCc1ccc(Cl)cc1	30	-4	-11	-25	1.1
23	CC(C)NC(=O)COC(=O)c1ccccc1C(=O)c1ccccc1	3	3	-5	-3	0.2
24	COc1ccc(C(=O)Nc2nc(N)n(-c3ccccc3)n2)cc1OC	11	-1	16	-22	1.3
25	Cc1cc(NCc2ccco2)n2c(nc3ccccc32)c1C#N	i	-3	31	-9	-0.4
26	COc1cc(C(=O)Nc2ccc(S(=O)(=O)N3CCCCC3C)cc2)cc(OC)c1OC (stereo unspecified)	-9	2	8	-13	-1.0
27	CN(C)/C=C/C(=O)c1ccncc1	34	15	1	-16	0.0
28	CCCOc1ccc(/C(O)=C2/C(=O)C(=O)N(CCN(C)C)C2c2ccc(O)c(OC)c2)cc1 (stereo unspecified)	-2	0	9	8	1.2
29	COCCNC(=O)CN1CCCCCC1	-6	-85	-7	-11	0.9
30	COc1cc(/C=N/NC(=O)c2c(-c3ccccc3)noc2C)cc(OC)c1OC	13	1	-2	-19	0.2

item	Furin inhibitor	thrombin 1536	FXIIa inh 1536	KCC2 mod
21	-15	-3	13	0.6
22	-9[20 µM]	-1	6	-1
23	-22	-29	3	0.023
24	-16	-7	13	-0.38
25	-18	-4	2	nt
26	-8	-4	3	-0.099
27	-1	4	1	2.4
28	3	2	12	-0.094
29	-20	-2	0	0.097
30	-17	-2	5	-0.025

More results.
item	compound	m-calpain inh	Rad51 HR inh	FXIa inh	hK5 inh	PERK inhibitor
31	CCCCN(CC)S(=O)(=O)c1ccc(C(=O)Nc2nnc(COC)o2)cc1	14	-4	-6	7	0.2
32	O=C(Nc1cccc2cccnc12)c1cccc2ccccc12	-2	8	4	4	0.7
33	O=c1cc(N2CCN(c3ccccc3)CC2)[nH]c(=O)n1Cc1ccc(F)cc1	-27	-1	2	-6	0.1
34	CC1(C)C2CCC1(CS(=O)(=O)N1CCOCC1)C(=O)C2 (stereo unspecified)	-22	-7	-4	-8	1.4
35	COc1ccc(CCNC(=O)c2c(O)c3c([nH]c2=O)CCCC3)cc1	4	0	1	-5	0.5
36	Cc1cc2occ(CC(=O)NC3CCCc4ccccc43)c2cc1C (stereo unspecified)	7	nt	3	-24	-0.2
37	O=C(Nc1nnc(SCc2ccccc2Cl)s1)c1cccc([N+](=O)[O-])c1	-27	-3	1	-3	1.1
38	CCC(=O)Nc1cccc(NC(=O)CSc2nnc(-c3ccc(NS(C)(=O)=O)cc3)n2C)c1	-28	nt	4	-4	-0.6
39	Cc1c(NC(=S)NC(=O)C(C)(C)C)cccc1[N+](=O)[O-]	15	-7	-1	3	0.0
40	Cc1cc(NC(=O)C2C3C(=O)N(Cc4ccc(Cl)cc4)C(C(=O)NC(C)(C)C)C34C=CC2(C)O4)no1 (stereo unspecified)	-10	nt	-8	-3	1.1

item	Furin inhibitor	thrombin 1536	FXIIa inh 1536	KCC2 mod
31	-8	-5	2	nt
32	-26[20 µM]	0	-1	0.085
33	-13	-3	9	0.19
34	-26[20 µM]	-6	5	nt
35	-20	4	14	nt
36	-21	-5	7	-0.081
37	-15	-6	-2	-0.61
38	-5	3	14	nt
39	-9	-4	6	1.8
40	-5[20 µM]	-7	-1	1.5

Next section; it opens with the 2 that closed the last part.
item	compound	m-calpain inh	Rad51 HR inh	FXIa inh	hK5 inh	PERK inhibitor
39	Cc1c(NC(=S)NC(=O)C(C)(C)C)cccc1[N+](=O)[O-]	15	-7	-1	3	0.0
40	Cc1cc(NC(=O)C2C3C(=O)N(Cc4ccc(Cl)cc4)C(C(=O)NC(C)(C)C)C34C=CC2(C)O4)no1 (stereo unspecified)	-10	nt	-8	-3	1.1
41	COC(=O)c1ccccc1-c1ccc(C=O)o1	-33	8	-5	-5	1.2
42	CC1CCCCC1NC(=O)/C(C#N)=C/c1ccc2c(c1)OCCO2 (stereo unspecified)	-8	nt	21	7	-0.2
43	CCOC(=O)C1(Cc2cccc(OC)c2)CCN(Cc2cccc3c2OCO3)CC1	-12	nt	-3	nt	0.1
44	Cc1cccc(S(=O)(=O)c2c(N)n(Cc3ccco3)c3nc4ccccc4nc23)c1	i	0	-6	-5	-0.5
45	CC(C)N1CCN(Cc2ccncc2)CC1CCO (stereo unspecified)	-6	-9	-4	nt	0.3
46	CC1(NC(=S)Nc2ccc3ccccc3c2)CCS(=O)(=O)C1 (stereo unspecified)	-17	nt	-1	-3	1.1
47	Cc1cc2nc(-c3cccc(NC(=O)c4ccc(Br)o4)c3C)oc2cc1C	-150	-3	0	-30	-0.7
48	CCOC(=O)c1sc2nccc(N(C)C)c2c1N=CN(C)C	-84	nt	-6	-6	-0.3
49	Cc1nn2c(-c3ccc(Cl)cc3)ccnc2c1-c1ccccc1	-19	0	4	-12	-0.2
50	O=C(CSc1n[nH]c(=O)n1Cc1ccco1)N1CCOCC1	-12	8	-2	-6	1.8

item	Furin inhibitor	thrombin 1536	FXIIa inh 1536	KCC2 mod
39	-9	-4	6	1.8
40	-5[20 µM]	-7	-1	1.5
41	-12	-9	1	0.73
42	-10	6	21	-1.5
43	-7	-4	2	0.14
44	-12	4	5	-5.5*
45	-9	-8	-2	-1.1
46	-18	-2	6	-2.1
47	-19	-1	3	0.5
48	6	-2	3	nt
49	-11[20 µM]	-3	-5	-0.43
50	-10	-8	4	0.062

Continuation.
item	compound	m-calpain inh	Rad51 HR inh	FXIa inh	hK5 inh	PERK inhibitor
51	CCOC(=O)C1(CC2CCCCO2)CCN(Cc2cccnc2)CC1 (stereo unspecified)	-20	22	1	nt	0.4
52	CCOc1ccc2nc(SCC(=O)N3c4ccccc4Sc4ccccc43)sc2c1	-1	7	-2	-4	0.9
53	C/C=C/C(=O)Nc1nnc(C(C)C)s1	-17	22	4	8	1.4
54	COc1ccc(S(=O)(=O)N(Cc2ccccc2)c2ccccc2C(=O)Nc2ccccc2C(=O)NCc2ccco2)cc1	-26	-9	7	-15	-0.7
55	CCOC(=O)C(NC(=O)c1cccc(Cl)c1)(Nc1sc2c(c1C(N)=O)CCC2)C(F)(F)F (stereo unspecified)	-48	-5	-6	-9	0.5
56	OCCn1c(-c2ccc3c(c2)OCO3)csc1=Nc1ccccc1	13	9	-5	-10	0.8
57	CCOc1ccc(CCN2C(=O)CCC2(C)C(=O)NC(C)CC)cc1OCC (stereo unspecified)	-3	0	-5	-30	-1.8
58	N#C/C(=C(/O)CSc1nnc(Cc2cccs2)n1C1CCCCC1)c1nc2ccccc2[nH]1	-191	-11	-9	-16	-0.2

item	Furin inhibitor	thrombin 1536	FXIIa inh 1536	KCC2 mod
51	-24	1	7	0.73
52	-21	-3	10	0.29
53	-28[20 µM]	2	12	0.75
54	-1	-9	10	-1.5
55	-26	-7	4	-0.32
56	-26[20 µM]	2	-3	nt
57	-3	-4	3	nt
58	-6	0	3	-0.35

Source: PubChem

The list is partial. The share of hits here may be higher or lower than overall.
